SIAE primary: inhibitors of human sialic acid acetylesterase SIAE; Q9HAT2; SIAE FP-Rh probe binding, fluorescence polarization; inhibition, % at 9.66 µM; hit rate 0.69% among 370,000; AID 1053197;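 active = inhibition above a cutoff: mean of compounds within the control limits plus 3 SD of those, cut at about 17% in these data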;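 also: 0% = plate median of compound wells and 100% = probe without SIAE protein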
LEDGF integ inh: blocks HIV-1 LEDGF/p75-dependent DNA integration | inhibition, % at 3.7 µM | TR-FRET IN-LEDGF/p75 DNA integration, Eu/Cy5 | hit rate 0.64% among 370,000 | AID 743269;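 active = inhibition above the screen-wide mean plus 3 SD, cut at about 13% in these data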;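 also: signal is the Cy5 over europium emission ratio at 671 and 618 nm; 0% = plate median of compound wells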
TCR-CD3 inh: blocks the human TCR-CD3 interaction. TAMRA-labeled TCR probe fluorescence, biochemical. inhibition, % at 9.4 µM. hit rate 0.37% among 360,000. AID 651800; in the data active = inhibition above about 19%;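 also: recombinant mutant TCR 2C K166C tagged with TAMRA read by polarization; 0% = receptor in buffer alone and 100% = receptor with positive control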
UHRF1 binding: UHRF1 methyl-DNA binding inhibition; Q96T88; UHRF1 binding to methylated oligo, TR-FRET; inhibition, % at 4.4 µM; hit rate 0.75% among 370,000; in the data active = inhibition above about 21%;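 also: UHRF1 SRA domain binding a hemimethylated CpG hairpin DNA probe; 0% = median of test compound wells and 100% = reference inhibitor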
PRMT1 FP inh: blocks human protein arginine methyltransferase 1; Q99873; recombinant PRMT1, activity-based probe fluorescence polarization; inhibition, % at 2.79 µM; hit rate 1.3% among 370,000; AID 652257;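 active = inhibition above about 21% made by adding two undisclosed values, limit read from the data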
DDE Tn7 FP inh: disrupts Tn7 cyclic peptide binding to fibrin D-Dimer-E complex | P02675 | FP displacement of FITC-Tn7 peptide from fibrin DD(E); 0% = median of compound wells per plate | inhibition, % at 8.3 µM | hit rate 0.13% among 370,000 | AID 720508;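 active = inhibition above the mean of compounds falling within the control limits plus 3 SD of them, cut at about 14% in these data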;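 also: 0% = plate median of compound wells and 100% = 10 µM Aha-Tn7 peptide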
Target sequence (P02675 whole entry, looked up): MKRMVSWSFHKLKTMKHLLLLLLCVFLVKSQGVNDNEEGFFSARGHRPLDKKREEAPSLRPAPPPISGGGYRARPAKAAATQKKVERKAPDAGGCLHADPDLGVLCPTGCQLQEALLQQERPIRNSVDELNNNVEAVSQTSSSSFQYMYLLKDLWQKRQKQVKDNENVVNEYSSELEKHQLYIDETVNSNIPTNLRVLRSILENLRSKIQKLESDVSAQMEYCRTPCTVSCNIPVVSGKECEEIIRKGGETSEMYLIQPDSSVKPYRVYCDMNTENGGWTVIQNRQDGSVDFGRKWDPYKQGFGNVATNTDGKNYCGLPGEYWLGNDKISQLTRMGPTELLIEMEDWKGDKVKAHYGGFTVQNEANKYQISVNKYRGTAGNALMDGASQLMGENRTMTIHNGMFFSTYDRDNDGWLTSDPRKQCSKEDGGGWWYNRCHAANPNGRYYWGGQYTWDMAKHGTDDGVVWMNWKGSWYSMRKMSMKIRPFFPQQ
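Assay system: Fibrin-DD(E) protein isolated from polymerized human fibrin clots; read-out basis: percent inhibition; medium: Tris/NaCl/CaCl2 buffer, pH 7.8; signal: FP measurement; incubation: 10 min plus 3 h, room temperature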
MBD2 inh: MBD2-methylated oligo binding inhibition; Q9UBB5; TR-FRET, MBD2 binding to methylated oligonucleotide; inhibition, % at 4.4 µM; hit rate 0.31% among 370,000; AID 686964; in the data active = inhibition above about 13%
Target sequence (Q9UBB5 whole entry, looked up): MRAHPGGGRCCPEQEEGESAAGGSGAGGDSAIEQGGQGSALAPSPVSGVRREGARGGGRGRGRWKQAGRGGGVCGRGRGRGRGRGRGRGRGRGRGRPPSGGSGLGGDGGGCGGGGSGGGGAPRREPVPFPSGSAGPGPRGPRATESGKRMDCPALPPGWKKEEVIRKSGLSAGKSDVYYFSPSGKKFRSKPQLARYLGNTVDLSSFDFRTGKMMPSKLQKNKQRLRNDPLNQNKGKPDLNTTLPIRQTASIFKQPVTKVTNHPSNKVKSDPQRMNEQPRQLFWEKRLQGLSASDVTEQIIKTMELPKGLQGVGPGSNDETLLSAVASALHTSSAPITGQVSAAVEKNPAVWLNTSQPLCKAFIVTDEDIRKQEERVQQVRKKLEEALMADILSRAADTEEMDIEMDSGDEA
TDP2 inh: TDP2 (human) inhibition, absorbance primary screen | O95551 | recombinant TDP2, T5PNP hydrolysis, p-nitrophenol absorbance 415 nm | inhibition, % at 12.8 µM | hit rate 0.34% among 370,000;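 active = inhibition above the mean of all tested compounds plus 3 SD, set per campaign, cut at about 25% in these data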;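 also: 0% = DMSO with enzyme and 100% = buffer with substrate but no TDP2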
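Evaluation: % inhibition relative to enzyme-containing and enzyme-free wells. Material: recombinant human TDP2. Benchmarks: enzyme-free and DMSO wells. Timing: enzyme reaction with compound for 2 h at 37 °C. Compound dosing: 12.8 µM only. Measured by: p-Nitrophenol epi absorbance. Reagent: T5PNP substrate at 5 mM, a TopII-DNA adduct mimic. Replication: single well per compound.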
proKLK7 act: proKLK7 (human) activation, primary screen | P49862 | hit rate 0.9% among 370,000 | activation, % at 7 µM | AID 652039 | purified proKLK7, EDANS-DABCYL substrate fluorescence; 100% is mature enzyme control, 0% vehicle;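 active = activation above the mean of all tested compounds plus 3 SD, computed per campaign excluding outliers beyond control limits, cut at about 13% in these data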
DDE Tn6 FP inh: disrupts Tn6 cyclic peptide binding to fibrin D-Dimer-E complex; P02675; Fibrin DD(E) TRITC-Tn6 fluorescence polarization displacement; inhibition, % at 8.3 µM; hit rate 0.21% among 370,000; AID 720509;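 active = inhibition above a per-campaign cutoff: mean of compounds within control limits plus 3 SD, cut at about 15% in these data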;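 also: 0% = median of all compound wells on the plate and 100% = blocking peptide control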
* hit, by the source's call.

Values run as follows: MBD2 inh	proKLK7 act	TDP2 inh	UHRF1 binding	SIAE primary	DDE Tn6 FP inh	LEDGF integ inh	DDE Tn7 FP inh	TCR-CD3 inh	PRMT1 FP inh
> O=C(NCc1ccccc1)c1[nH]c(C(F)(F)F)nc1-c1ccccc1
    9	0.1	-4	12	3	4	-1	-5	-1	4
> O=C(Nc1ccccc1Cl)C1CC(=O)N(c2ccccc2)C1 (stereo not drawn)
    0	0.1	-1	1	1	-3	2	9	7	-1
> O=C(CN1CCCCC1)N/N=C/c1ccc(Cl)cc1
    0	0.1	-8	2	0	-4	3	-10	-7	0
> O=C(CSc1nnc(-c2ccccc2)o1)NC1CCS(=O)(=O)C1 (stereo not drawn)
    3	-1.0	10	-3	-3	4	2	5	-2	-3
> COCCC(=O)N1CCC(Oc2ccc(C(=O)NCCc3ccccn3)cc2)CC1
    -4	0.2	-14	1	2	5	-1	6	11	1
> CCOCCCNC(=S)NCCCNc1nc2c(C)cc(C)cc2cc1C#N
    -1	-0.3	-3	0	-3	1	-2	4	9	3
> CC[C@@]1(C(=O)OC)N[C@H](CN(C)C(=O)COc2ccccc2)[C@@H]2C(=O)N(Cc3ccccc3)C(=O)[C@@H]21
    -2	0.2	-1	-3	-3	3	-4	0	-3	-2
> O=C(NNC1=NCCCCC1)Nc1cccc(Cl)c1
    8	-0.9	-2	2	-4	1	1	2	3	4
> COc1ccc(Cl)cc1NC(=O)CN(C)C(=O)c1cc(=O)c2ccccc2o1
    -2	-0.5	1	8	-4	-4	-2	-9	7	-3
> Cn1cnc([N+](=O)[O-])c1Oc1cccc(O)c1
    -2	0.0	-11	2	-1	3	0	-1	-2	0
> O=C(CSc1nc2ncc(Br)cc2[nH]1)c1ccc([N+](=O)[O-])cc1
    -11	-0.6	10	-1	12	-2	0	10	14	1
> CC(C)CC(=O)Nc1cccc(-c2nc3ncccc3o2)c1
    -1	0.0	1	0	4	-10	5	-4	-3	-2
> Cc1ccc2cc3cc(C(=O)NC4CCCCC4)oc3nc2c1
    -1	-2.8	2	1	-2	8	-2	-1	5	-3
> CCCCCCCCN1C(=O)[C@H](CC(=O)NCCC(C)C)C[C@@]2(C(=O)OCC)CCC=C12
    0	0.0	-10	3	-4	-3	1	-4	-4	0
> CCC1=C(c2cc(OC)c(OC)c(OC)c2)C2(CCCC2)C(=O)O1
    3	0.3	-8	2	-2	-4	-2	2	5	-1
> O=C(Cn1cc(C(F)(F)F)cc(Cl)c1=O)Nc1cc(S(=O)(=O)N2CCOCC2)ccc1Cl
    -6	-0.4	-1	-2	-1	5	1	0	3	-5
> COc1ccc(N(C(C)C(=O)N/N=C/c2cccnc2)S(C)(=O)=O)cc1 (stereo not drawn)
    1	0.5	9	1	3	-1	35*	-3	-2	-3
> COc1cc(F)ccc1S(=O)(=O)N1CCN(C23CC4CC(CC(C4)C2)C3)CC1
    -2	0.3	1	1	11	-6	4	3	-1	-2
> CCOC(=O)C1C(=O)CC(C)(O)C(C(=O)OCC)C1c1ccccc1 (stereo not drawn)
    2	-0.6	-9	-2	-5	1	0	3	2	-4
> CCOc1ccc(S(=O)(=O)N2CCC(C(=O)NCC(=O)Nc3cccc(Cl)c3C)CC2)cc1
    3	-0.1	5	6	-8	2	1	-2	0	-5
> COc1ccccc1C1SCCN1S(C)(=O)=O (stereo not drawn)
    2	0.3	0	-1	3	-2	-2	6	5	2
> CC1CCCCC12NC(=O)N(CC(=O)NCCc1ccc(S(N)(=O)=O)cc1)C2=O (stereo not drawn)
    -2	0.0	7	-3	-3	0	1	-4	-2	3
> ONC(=Nc1ccccc1)c1ccccc1Cl
    1	0.2	-8	-1	-1	-5	-2	1	5	-3
> COc1cccc(N2CCN(c3nc(C)cc(C)c3C#N)CC2)c1
    6	-0.1	-11	12	0	-10	-1	-2	-8	2
> Brc1ccc(CSc2ccc(-c3ccco3)nn2)cc1
    2	-0.3	-6	1	3	-6	-4	-2	-9	6
> COc1ccc(/C(=N/O)C(C)(C)NO)cc1
    4	0.4	-3	-1	2	-3	-1	-2	4	1
> CN1CCN(c2ccc(S(=O)(=O)N3CCCCC3)cc2NC(=O)c2ccc(C#N)cc2)CC1
    0	0.7	-1	-1	4	2	0	0	5	-1
> COc1ccc(/C=C(\C#N)C(=O)Nc2cccc(C)n2)cc1
    4	0.7	10	2	3	-8	-3	2	3	2
> CC(=O)N1CCN(Cc2nc3cc(NC(=O)NC4CCCCC4)ccc3n2C)CC1
    -6	0.2	7	1	11	4	0	-1	1	3
> CC1CCCCC1NC(=O)Cn1c(CN2CCCCC2)nc2ccccc2c1=O (stereo not drawn)
    3	-0.2	11	-3	-2	-1	1	3	1	2
> CN(C)CC1CCCCC1OC(=O)/C=C/c1ccc(Cl)cc1Cl (stereo not drawn)
    0	0.5	11	-3	6	3	-1	-3	-5	-1
> COC(=O)c1sccc1NC(=O)c1cc2c(s1)CCCC2
    -2	0.1	8	2	-7	4	-2	0	-1	-2
> CCN(CC)C(=O)Oc1ccc2c(c1)O/C(=C\c1ccco1)C2=O
    4	7.3	-6	5	-4	8	2	-1	-6	16
> Cc1c(C(=O)NCc2cccc(Cl)c2)sc(=O)n1Cc1cccc(F)c1
    -4	0.1	11	0	-5	-9	1	1	2	6
> O=C(C1CC(=O)N(c2ccc(F)cc2)C1)N1CCC(c2nc3ccccc3[nH]2)CC1 (stereo not drawn)
    -3	-0.1	1	0	-1	7	-6	2	-14	2
> COc1ccccc1CN1Cc2ccccc2Oc2ccccc2S1(=O)=O
    -1	0.1	4	-4	-9	0	-4	5	0	-5
> Cc1cccc(C)c1NC(=O)/C(C#N)=C/c1ccsc1
    2	0.4	0	8	-2	2	-3	3	0	2
> CC1(C)C(=O)Nc2ccccc2N1C(=O)Cn1ncc(Cl)c(Cl)c1=O
    -3	-0.2	-5	-2	10	5	-2	4	2	-1
> Cc1ccccc1Cn1cc(S(=O)(=O)c2ccc(C(C)C)cc2)c(=O)c2cc3c(cc21)OCO3
    3	-0.2	11	0	-10	6	-3	-2	6	1
> Cc1ccccc1OCCC(=O)NNC(=O)c1ccccc1F
    2	-0.2	3	-2	0	1	7	-2	0	-2
> Cn1c(NC(=O)c2ccccc2NC(=O)C(C)(C)C)nc2ccccc21
    -7	0.3	4	-1	-2	-9	3	5	-2	-2
> Cc1ccc(S(=O)(=O)N(C)C[C@H]2OCCCC[C@@H](C)Oc3ccc(N(C)C)cc3C(=O)N([C@H](C)CO)C[C@@H]2C)cc1
    -4	-0.2	5	2	1	-5	-1	-5	-5	1
> O=C1OCCC1Sc1nc2ccccc2[nH]1 (stereo not drawn)
    0	0.0	-7	2	-2	-7	-4	6	4	0
> Clc1ccc(-c2cnn3c(-c4ccncc4)ccnc23)cc1
    -1	0.0	-12	1	-10	-4	4	-3	2	-5
> C[C@@H]1CN([C@@H](C)CO)C(=O)CCCn2cc(nn2)CO[C@H]1CN(C)S(=O)(=O)c1ccc(-c2ccccc2)cc1
    0	-0.2	5	-2	-1	-2	6	2	1	-1
> CC(C)(C)C(=O)C[n+]1ccccc1
    -3	0.7	8	0	5	-1	-4	4	4	-3
> Cn1c(=O)oc2cc(S(=O)(=O)Nc3cccc(F)c3)ccc21
    1	0.1	4	1	-1	5	0	-4	1	-1
> O=C(NCCc1ccccc1)c1cccnc1
    3	-0.4	-9	10	-2	-8	0	0	2	0
> CCOc1cc(C(=O)Nc2cc(C)ccc2OC)ccc1OCC(=O)N1CCCCC1
    -3	-0.4	8	-2	5	2	3	0	-5	-1
> COc1cccc(S(=O)(=O)Nc2cccc(C(=O)N3CCOCC3)c2)c1
    -8	-0.3	3	0	-3	7	0	-6	5	-2
> COc1ccc(N2C(=O)CC(n3cnc4ccccc43)C2=O)cc1 (stereo not drawn)
    2	-0.2	8	-1	-1	5	0	-1	5	5
> CC(c1ccon1)N(C)Cc1cn(Cc2ccccc2)nc1-c1ccc2c(c1)OCO2 (stereo not drawn)
    2	-0.5	0	2	5	-6	0	-4	0	-4
> COc1cccc(N2C(=O)CC(N3CCN(CCN=CC4=C(O)CC(C)(C)CC4=O)CC3)C2=O)c1 (stereo not drawn)
    1	0.0	2	1	0	-5	4	1	2	6
> CCCCC(=O)Nc1ccc(N2CCN(C(=O)c3ccco3)CC2)cc1
    0	-0.3	-1	4	-1	-1	2	-1	3	1

Three neighbouring entries from above:
Values run as follows: MBD2 inh	proKLK7 act	TDP2 inh	UHRF1 binding	SIAE primary	DDE Tn6 FP inh	LEDGF integ inh	DDE Tn7 FP inh	TCR-CD3 inh	PRMT1 FP inh
> CN(C)CC1CCCCC1OC(=O)/C=C/c1ccc(Cl)cc1Cl (stereo not drawn)
    0	0.5	11	-3	6	3	-1	-3	-5	-1
> COC(=O)c1sccc1NC(=O)c1cc2c(s1)CCCC2
    -2	0.1	8	2	-7	4	-2	0	-1	-2
> CCN(CC)C(=O)Oc1ccc2c(c1)O/C(=C\c1ccco1)C2=O
    4	7.3	-6	5	-4	8	2	-1	-6	16

6 compounds out of the list, sorted by molar mass, smallest number first.
Values run as follows: MBD2 inh	proKLK7 act	TDP2 inh	UHRF1 binding	SIAE primary	DDE Tn6 FP inh	LEDGF integ inh	DDE Tn7 FP inh	TCR-CD3 inh	PRMT1 FP inh
> CC(C)(C)C(=O)C[n+]1ccccc1
    -3	0.7	8	0	5	-1	-4	4	4	-3
> Cc1cccc(C)c1NC(=O)/C(C#N)=C/c1ccsc1
    2	0.4	0	8	-2	2	-3	3	0	2
> COc1ccc(N2C(=O)CC(n3cnc4ccccc43)C2=O)cc1 (stereo not drawn)
    2	-0.2	8	-1	-1	5	0	-1	5	5
> Cc1c(C(=O)NCc2cccc(Cl)c2)sc(=O)n1Cc1cccc(F)c1
    -4	0.1	11	0	-5	-9	1	1	2	6
> O=C(C1CC(=O)N(c2ccc(F)cc2)C1)N1CCC(c2nc3ccccc3[nH]2)CC1 (stereo not drawn)
    -3	-0.1	1	0	-1	7	-6	2	-14	2
> C[C@@H]1CN([C@@H](C)CO)C(=O)CCCn2cc(nn2)CO[C@H]1CN(C)S(=O)(=O)c1ccc(-c2ccccc2)cc1
    0	-0.2	5	-2	-1	-2	6	2	1	-1

Arranged by the number under UHRF1 binding (highest first): 3 from the list above.
| Compound | UHRF1 binding |
| --- | --- |
| CCN(CC)C(=O)Oc1ccc2c(c1)O/C(=C\c1ccco1)C2=O | 5 |
| COc1cccc(N2C(=O)CC(N3CCN(CCN=CC4=C(O)CC(C)(C)CC4=O)CC3)C2=O)c1 (stereo not drawn) | 1 |
| O=C(C1CC(=O)N(c2ccc(F)cc2)C1)N1CCC(c2nc3ccccc3[nH]2)CC1 (stereo not drawn) | 0 |

Screening results as filed in PubChem.
